Screens (PubChem)
Autophagy HCS: alters autophagy in cells | MEF GFP-LC3 puncta imaging; test concentration mostly 10 µM | calls only at 10 µM (by protocol) | hit rate 0.98% among 190,000 | AID 463193;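 active = percentage of spot-positive cells more than 3 SD above its plate mean, without a fluorescence outlier flag or 80% toxicity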;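 also: spot-positive cell cutoff set from DMSO-treated cells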
MT stabilize HCS: stabilizes microtubules in HeLa cells; % tubulin-high responders, % at 10 µM; AID 2205; HeLa tubulin immunostaining HCS, 24 h; share of cells brighter than vehicle mean+2SD; hit rate 0.83% among 200,000;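 active = plate Z-score above 3 for both tubulin-high and condensed-nucleus cell shares, with cell loss under 80%, at 10 µM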;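 also: anti alpha tubulin signal scored within the nucleus-defined area of each cell; some results filed as inactive read as strong as hits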
Yfh1-depleted yeast: enhancers of respiration in Yfh1-depleted yeast, dose response, Friedreich's ataxia, plus single-dose screen (AID 1465); hit rate 0.074% among 220,000; fold induction at 50 µM; hits with a dose series show EC50 in µM; S. cerevisiae Yfh1-off respiration, WST-1 reduction, 72 h; higher fold induction means a stronger effect;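 active = fold induction of absorbance versus untreated yeast above a set limit, then at least 30% activation at any dose in follow-up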;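 also: activators that raise dye reduction in frataxin-depleted yeast; strong numbers were not always called active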
human PMI inhibitors: MPI inhibition at elevated mannose 6-phosphate – biochemical, fluorescence intensity, high mannose 6-phosphate, primary screen (AID 1220) | recombinant PMI enzyme, coupled fluorescence intensity; higher % means a stronger effect | inhibition, % at 20 µM; hits with a dose series show IC50 in µM | hit rate 0.66% among 190,000
Ins promoter up: MIN6 insulin promoter up-regulation; hit rate 0.3% among 190,000; MIN6 insulin promoter-GFP reporter, high-content imaging; hits give high values; z-score at 5 µM;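 active = z-score above 3 at 5 µM with at least 500 cells counted in the well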
bCat nuc transl: beta-catenin nuclear translocation modulation | AID 1665 | nuclear translocation activity, % at 5 µM | hit rate 0.3% among 190,000 | HeLa beta-catenin nuclear translocation, immunofluorescence imaging;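 active = nuclear translocation activity above 50% at 5 µM, with a well cell count of 50 or more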;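 also: per-cell ratio of nuclear to cytoplasmic median beta-catenin stain intensity; plate controls were DMSO negative control for no effect and GSK-3 inhibitor IX positive control for full effect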
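Signal – beta-catenin immunofluorescence imaging with DAPI · Test system – human HeLa cell line · Dosing – 5 µM primary single dose, 0.1% DMSO, 0.02–20 µM confirmation series · Measure – % activation, nuclear-to-cytoplasmic median beta-catenin signal ratio per cell · Incubation – 24 h compound exposure at 37°C, 5% CO2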
WT yeast gro inh: growth inhibition of WT yeast, mitochondrial fusion screen. mitochondrial fusion phenotypic screen, WT strain. inhibition, % at 10 µM. hit rate 2.1% among 190,000. AID 1362; in the data active = inhibition above about 58%; tested in S. cerevisiae
Dynein transport: dynein cargo transport inhibition; 3617.4 mouse cells, GR-EGFP nuclear translocation imaging; test concentration mostly 20 µM; stimulated with dexamethasone, 1 µM; hits give low values; z-score, hits read low; hit rate 0.47% among 220,000;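 active = plate z-score of nuclear minus cytoplasmic receptor signal below a set negative limit, without overly bright fluorescence or cell loss, cut at about -3.5 in these data, passing the limit was not always enough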;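 also: z-score of nuclear minus cytoplasmic ring GR-EGFP intensity difference per well; some compounds called inactive have numbers as strong as hits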
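Also added: dexamethasone, 1.0 µM final. Medium: tet-free, stripped-serum medium. Detection: fixed, Hoechst-stained cells imaged at 10x for EGFP. Read-out: nuclear-to-cytoplasmic GR-EGFP distribution per well. Times: induction 48 h, compound 1 h, agonist 30 min.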
human PMI inhibition: inhibitors of human PMI, primary screen, biochemical, fluorescence intensity, coupled assay (AID 1209); hit rate 0.42% among 190,000; inhibition, % at 20 µM; hits with a dose series show IC50 in µM; purified PMI enzyme, coupled fluorescence intensity; higher % means a stronger effect;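 also: plate controls were DMSO vehicle for no effect and wells lacking substrate for full effect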
WT yeast gro inh mutant strain: second read-out of WT yeast gro inh, no call of its own (marks repeat the call); inhibition, %; mitochondrial fusion phenotypic screen, mutant strain inhibition
Dynein transport cytoplasmic EGFP: also measured in Dynein transport; calls as there; z-score; measured here: cytoplasmic GR-EGFP intensity; hits give high values
Dynein transport nuclear GR-EGFP: also measured in Dynein transport; calls as there; z-score; measured here: nuclear GR-EGFP intensity;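 lower value marks the stronger effect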
Dynein transport cell count: further read-out of Dynein transport, marked with its call; z-score; measured here: cell count per field
Ins promoter up cell count: second read-out of Ins promoter up, no call of its own (marks repeat the call); cell count; measured here: cytotoxicity, nuclei count;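 total cells summed across four imaged fields per well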
bCat nuc transl cell count 5 µM: also measured in bCat nuc transl; calls as there; cell count; measured here: cell count, cytotoxicity flag
MT stabilize HCS Hoechst-high %: also measured in MT stabilize HCS; calls as there; % Hoechst-high responders; measured here: nuclear condensation Hoechst responders;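 share of cells brighter than vehicle mean plus two SD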
MT stabilize HCS cytotoxicity %: further read-out of MT stabilize HCS, marked with its call; toxicity, %; measured here: cytotoxicity by cell density;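 0% = mean cell density of plate MIN control wells and 100% = no cells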
Autophagy HCS cell loss 18 h: recorded beside Autophagy HCS, whose call it bears; toxicity, %; measured here: cell loss, nuclei count;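 cell loss after 18 h compound exposure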
An asterisk follows results filed as active. Rule as the data show it, unless noted: active = inhibition above about 50%; inactive = the rest.

Screening Cc1cc(C)c2c(CN3CCN(C)CC3)cc(=O)oc2c1 returned Autophagy HCS inactive, MT stabilize HCS 6.5, Yfh1-depleted yeast inactive, human PMI inhibitors -0.5%, Ins promoter up -0.22, bCat nuc transl -0.9, WT yeast gro inh 12.2, Dynein transport 0.273, human PMI inhibition 4.6%, WT yeast gro inh mutant strain 20.9, Dynein transport cytoplasmic EGFP -0.29, Dynein transport nuclear GR-EGFP 0.456, Dynein transport cell count -0.17, Ins promoter up cell count 910, bCat nuc transl cell count 5 µM 1167, MT stabilize HCS Hoechst-high % 1.7, MT stabilize HCS cytotoxicity % 8.2 and Autophagy HCS cell loss 18 h 7.1.
Nc1nc(N)c2c(n1)CCCC2 was read as Yfh1-depleted yeast inactive, Ins promoter up -0.42, bCat nuc transl -0.6, Dynein transport -0.491, Dynein transport cytoplasmic EGFP -0.0922, Dynein transport nuclear GR-EGFP 0.201, Dynein transport cell count 0.99, Ins promoter up cell count 995 and bCat nuc transl cell count 5 µM 1375.
COc1ccccc1CN1CCNC(=O)C1CC(=O)NC1Cc2ccccc2C1 (stereo unspecified) was read as Autophagy HCS inactive, MT stabilize HCS 2.4, Yfh1-depleted yeast inactive, human PMI inhibitors 10.8%, Ins promoter up 0.23, bCat nuc transl 0.2, WT yeast gro inh 5.5, Dynein transport -0.0848, human PMI inhibition 6.1%, WT yeast gro inh mutant strain -7.1, Dynein transport cytoplasmic EGFP -0.261, Dynein transport nuclear GR-EGFP -0.235, Dynein transport cell count 0.661, Ins promoter up cell count 1463, bCat nuc transl cell count 5 µM 1067, MT stabilize HCS Hoechst-high % 1.4, MT stabilize HCS cytotoxicity % 7.0 and Autophagy HCS cell loss 18 h -12.9.
CC(C)(C)c1cnnn1-c1ccc([N+](=O)[O-])cc1 was read as Autophagy HCS inactive, MT stabilize HCS 8.1, Yfh1-depleted yeast inactive, human PMI inhibitors -9.4%, Ins promoter up -0.95, bCat nuc transl -3.2, WT yeast gro inh -6.5, Dynein transport -1.14, human PMI inhibition -8.1%, WT yeast gro inh mutant strain 9.5, Dynein transport cytoplasmic EGFP -0.345, Dynein transport nuclear GR-EGFP -0.18, Dynein transport cell count 0.842, Ins promoter up cell count 1282, bCat nuc transl cell count 5 µM 1150, MT stabilize HCS Hoechst-high % 3.3, MT stabilize HCS cytotoxicity % 4.9 and Autophagy HCS cell loss 18 h 10.3.
For COc1ccc(-c2noc(-c3ccccc3C(=O)N3CCOCC3)n2)cc1 the results were Autophagy HCS inactive, MT stabilize HCS 4.2, Yfh1-depleted yeast inactive, human PMI inhibitors 3.8%, Ins promoter up -0.68, bCat nuc transl -2.8, WT yeast gro inh 6.7, Dynein transport -0.445, human PMI inhibition -1.2%, WT yeast gro inh mutant strain -3.0, Dynein transport cytoplasmic EGFP 2.66, Dynein transport nuclear GR-EGFP 0.141, Dynein transport cell count -0.261, Ins promoter up cell count 882, bCat nuc transl cell count 5 µM 1148, MT stabilize HCS Hoechst-high % 2.1, MT stabilize HCS cytotoxicity % 3.2 and Autophagy HCS cell loss 18 h 4.9.
CC(C)(C)OC(=O)N1CCOCCOCCN(C(=O)OC(C)(C)C)CCOCCOCC1 was read as Autophagy HCS inactive, MT stabilize HCS 2.8, Yfh1-depleted yeast inactive, human PMI inhibitors 1.8%, Ins promoter up 0.15, bCat nuc transl 3.1, WT yeast gro inh 1.9, Dynein transport 0.125, human PMI inhibition 6.1%, WT yeast gro inh mutant strain 17.0, Dynein transport cytoplasmic EGFP -0.226, Dynein transport nuclear GR-EGFP -0.716, Dynein transport cell count 0.238, Ins promoter up cell count 1156, bCat nuc transl cell count 5 µM 873, MT stabilize HCS Hoechst-high % 1.5, MT stabilize HCS cytotoxicity % 9.7 and Autophagy HCS cell loss 18 h 2.2.
For Oc1c(Cl)cc(Cl)cc1CNc1ccc(Br)cn1 the results were Autophagy HCS inactive, MT stabilize HCS 0.9, Yfh1-depleted yeast inactive, human PMI inhibitors 7.8%, Ins promoter up -0.32, bCat nuc transl -3.5, WT yeast gro inh 1.7, Dynein transport 0.391, human PMI inhibition 21.1%, WT yeast gro inh mutant strain 6.9, Dynein transport cytoplasmic EGFP -0.0438, Dynein transport nuclear GR-EGFP 0.546, Dynein transport cell count -0.581, Ins promoter up cell count 952, bCat nuc transl cell count 5 µM 1206, MT stabilize HCS Hoechst-high % 1.2, MT stabilize HCS cytotoxicity % 5.2 and Autophagy HCS cell loss 18 h -3.3.
Screening O=C(Nc1nnc(-c2ccccn2)o1)c1ccc(Br)cc1 returned Autophagy HCS inactive, MT stabilize HCS 3.8, human PMI inhibitors -14.9%, Ins promoter up 0.16, bCat nuc transl -1.3, WT yeast gro inh 2.7, Dynein transport -0.767, human PMI inhibition -15.1%, WT yeast gro inh mutant strain -15.9, Dynein transport cytoplasmic EGFP -0.236, Dynein transport nuclear GR-EGFP -0.592, Dynein transport cell count 0.581, Ins promoter up cell count 1480, bCat nuc transl cell count 5 µM 1119, MT stabilize HCS Hoechst-high % 2.7, MT stabilize HCS cytotoxicity % 6.7 and Autophagy HCS cell loss 18 h 21.8.
Screening CCCCOc1ccc(C2NC(=O)NC(C)=C2C(C)=O)cc1OCC (stereo unspecified) returned Autophagy HCS inactive, MT stabilize HCS 3.0, Yfh1-depleted yeast inactive, human PMI inhibitors 2.0%, Ins promoter up -1.22, bCat nuc transl -3.5, WT yeast gro inh -2.4, Dynein transport -0.15, human PMI inhibition 4.6%, WT yeast gro inh mutant strain 2.5, Dynein transport cytoplasmic EGFP -0.243, Dynein transport nuclear GR-EGFP 0.0478, Dynein transport cell count 0.0775, Ins promoter up cell count 1387, bCat nuc transl cell count 5 µM 1096, MT stabilize HCS Hoechst-high % 3.6, MT stabilize HCS cytotoxicity % 13.1 and Autophagy HCS cell loss 18 h 15.9.
CC1CCCCC1NC(=O)CSc1nncs1 (stereo unspecified) was read as Autophagy HCS inactive, MT stabilize HCS 1.7, Yfh1-depleted yeast inactive, human PMI inhibitors 2.4%, bCat nuc transl -7.1, WT yeast gro inh 2.1, Dynein transport 0.153, human PMI inhibition 4.0%, WT yeast gro inh mutant strain -14.9, Dynein transport cytoplasmic EGFP -0.192, Dynein transport nuclear GR-EGFP 0.276, Dynein transport cell count -0.0476, bCat nuc transl cell count 5 µM 1057, MT stabilize HCS Hoechst-high % 2.5, MT stabilize HCS cytotoxicity % 0.9 and Autophagy HCS cell loss 18 h 20.9.
For Cc1ncoc1C(=O)N1CCCC(C(=O)c2ccc3c4c(cccc24)CC3)C1 (stereo unspecified) the results were Autophagy HCS inactive, MT stabilize HCS 3.5, Yfh1-depleted yeast inactive, human PMI inhibitors 11.0%, Ins promoter up -0.95, bCat nuc transl -0.7, WT yeast gro inh -1.2, Dynein transport -0.717, human PMI inhibition 13.8%, WT yeast gro inh mutant strain 3.3, Dynein transport cytoplasmic EGFP 0.1, Dynein transport nuclear GR-EGFP -0.132, Dynein transport cell count 0.579, Ins promoter up cell count 1477, bCat nuc transl cell count 5 µM 991, MT stabilize HCS Hoechst-high % 2.0, MT stabilize HCS cytotoxicity % 4.8 and Autophagy HCS cell loss 18 h -29.1.
`CCN1CCN(S(=O)(=O)CC2(C)C3CCC2(C)C(=O)C3Br)CC1` (stereo unspecified) gave Autophagy HCS inactive, MT stabilize HCS 4.0, Yfh1-depleted yeast inactive, human PMI inhibitors 6.1%, Ins promoter up 1.34, bCat nuc transl -1.5, WT yeast gro inh -11.6, Dynein transport 0.0784, human PMI inhibition 7.3%, WT yeast gro inh mutant strain 6.0, Dynein transport cytoplasmic EGFP -0.269, Dynein transport nuclear GR-EGFP 0.321, Dynein transport cell count -0.306, Ins promoter up cell count 1180, bCat nuc transl cell count 5 µM 1122, MT stabilize HCS Hoechst-high % 3.0, MT stabilize HCS cytotoxicity % 6.5 and Autophagy HCS cell loss 18 h -10.2.
For Cc1ccccc1NC1=NS(=O)(=O)c2ccccc21 the results were Autophagy HCS inactive, MT stabilize HCS 3.3, Yfh1-depleted yeast inactive, human PMI inhibitors 9.2%, bCat nuc transl -13.3, WT yeast gro inh -11.8, Dynein transport -0.802, human PMI inhibition 7.5%, WT yeast gro inh mutant strain -12.1, Dynein transport cytoplasmic EGFP -0.235, Dynein transport nuclear GR-EGFP -0.193, Dynein transport cell count 0.111, bCat nuc transl cell count 5 µM 956, MT stabilize HCS Hoechst-high % 2.1, MT stabilize HCS cytotoxicity % 6.9 and Autophagy HCS cell loss 18 h -0.1.

Outcome played no part in choosing rows. Share with any hit: about 5%.
